High-throughput results from PubChem.
Apaf-1 inh = inhibitors of human Apaf-1 apoptosome. reconstituted apoptosome caspase-3 activity, DEVD-Rh110 fluorescence. inhibition, % at 20 µM. hit rate 0.71% among 330,000. AID 489030; active = inhibition of at least 40% at 20 µM;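 also: plate controls were DMSO wells for no effect and DEVD-CHO caspase inhibitor wells for full effect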
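Material: biochemical Apaf-1 apoptosome reconstitution. Medium: Hepes buffer, pH 7.5. Also added: cytochrome c activation, bis-DEVD rhodamine 110 substrate. Timing: 30 min compound preincubation, 50 min activation, room temperature. Measured by: rhodamine 110 fluorescence at Ex 480/Em 540 nm.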
SENP8 inh = inhibitors of human SENP8 protease. Q96LD8. purified SENP8, Z-RLRGG-aminoluciferin cleavage, luminescence. inhibition, % at 10 µM. hit rate 1.2% among 330,000. AID 2540
Target sequence (Q96LD8 whole entry, looked up): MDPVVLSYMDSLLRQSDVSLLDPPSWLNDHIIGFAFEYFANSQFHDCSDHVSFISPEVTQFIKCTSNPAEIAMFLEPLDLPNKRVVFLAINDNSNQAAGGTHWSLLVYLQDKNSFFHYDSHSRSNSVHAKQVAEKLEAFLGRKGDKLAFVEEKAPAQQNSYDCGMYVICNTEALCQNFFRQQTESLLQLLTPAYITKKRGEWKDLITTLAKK
697 NFkB inh = lowers PMA/ionomycin-induced NF-kB signal in 697 B cells; 697 B-cell NF-kB luciferase reporter, 16 h; inhibition, % at 4 µM; hit rate 0.33% among 330,000; in the data active = inhibition above about 35%
CCR6 antagonist = blocks CCL20-driven beta-arrestin recruitment at human CCR6; P51684; CHO-K1 CCR6 PathHunter beta-arrestin, luminescence, CCL20-stimulated; inhibition, % at 20 µM; hit rate 0.49% among 340,000; AID 493098;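 active = compounds whose inhibition of the agonist-driven luminescence signal at 20 µM reaches about 50%, limit read from the data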;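 also: cells stimulated with CCL20 at 14 nM final; plate controls were DMSO with CCL20 for no effect and DMSO without agonist for full effect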
Target sequence (P51684 whole entry, looked up): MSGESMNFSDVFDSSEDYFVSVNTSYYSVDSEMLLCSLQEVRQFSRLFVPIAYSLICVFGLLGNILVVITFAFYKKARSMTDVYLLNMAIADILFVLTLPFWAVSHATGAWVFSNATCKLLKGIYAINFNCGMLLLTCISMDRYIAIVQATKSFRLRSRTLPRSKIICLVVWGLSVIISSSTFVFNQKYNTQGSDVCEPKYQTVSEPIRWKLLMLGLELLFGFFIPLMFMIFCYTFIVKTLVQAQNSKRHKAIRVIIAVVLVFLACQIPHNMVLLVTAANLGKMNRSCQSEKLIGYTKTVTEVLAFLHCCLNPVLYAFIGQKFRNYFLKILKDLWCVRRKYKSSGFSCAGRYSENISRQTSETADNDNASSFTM
UBC13 polyUb = blocks human UBC13 polyubiquitin chain formation | TR-FRET | inhibition, % at 20 µM | hit rate 0.47% among 330,000 | AID 485273; in the data active = inhibition above about 45%, passing the limit was not always enough
Target sequence (P61088 whole entry, looked up): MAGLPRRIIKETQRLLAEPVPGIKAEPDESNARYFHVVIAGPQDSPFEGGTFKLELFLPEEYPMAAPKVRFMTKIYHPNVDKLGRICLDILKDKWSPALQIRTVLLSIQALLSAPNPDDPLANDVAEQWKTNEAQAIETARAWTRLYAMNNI
Jurkat NFkB inh = lowers PMA/ionomycin-induced NF-kB signal in Jurkat cells; inhibition, % at 4 µM; AID 435003; PMA/ionomycin-induced NF-kB luciferase reporter, luminescence; hit rate 0.53% among 330,000
EBI2 antag = blocks human EBI2 receptor beta-arrestin signaling. EBI2 beta-arrestin recruitment, luminescence, 7a,25-OHC stimulated. P32249. hit rate 0.81% among 360,000. inhibition, % at 5 µM. AID 651636; in the data active = inhibition above about 38%;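 also: enzyme fragment complementation signal reports receptor beta-arrestin coupling in cells; 0% = agonist plus DMSO wells and 100% = wells without agonist; some results beyond the cut were filed as inactive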
Gli-Sufu antag = antagonists of Gli-Sufu signaling | Sufu-KO-LIGHT fibroblasts, Gli luciferase reporter luminescence | inhibition, % at 5 µM | hit rate 0.74% among 340,000;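 active = inhibition above about 55%, limit read from the data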;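 also: 0% = DMSO-treated cells and 100% = wells with medium but no cells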
* marks the source's active call; other numbers are inactive results. Rule as the data show it, unless noted: active = inhibition above about 50%; inactive = the rest. These rows are one share of the data, so the mix of outcomes need not match the whole.

| SMILES | Apaf-1 inh | SENP8 inh | 697 NFkB inh | CCR6 antagonist | UBC13 polyUb | Jurkat NFkB inh | EBI2 antag | Gli-Sufu antag |
| --- | --- | --- | --- | --- | --- | --- | --- | --- |
| C=CCC(CC=C)(C(N)=O)c1ccccc1 | -8.6 | 0.0 | 6.5 | 5.1 | -3.2 | 1.4 | -2.4 | -12.7 |
| COc1ccc(S(=O)(=O)NCCCCCC(=O)O)cc1C(=O)O | 3.4 | -10.0 | -1.0 | -3.3 | -8.2 | -12.3 | 9.6 | 0.9 |
| OCC[C@@H]1C[C@@H](O)[C@H](O)[C@@]2(OCCc3ccccc32)O1 | -2.0 | -9.0 | 9.7 | 0.4 | -5.1 | 1.4 | -9.4 | -12.2 |
| CCOc1ccc(S(=O)(=O)N(CC(=O)Nc2cc(C)on2)Cc2ccccc2Cl)cc1 | 3.7 | 0.0 | 7.5 | 16.2 | 0.4 | -10.6 | 7.9 | -3.4 |
| O=C(NN1CCOCC1)c1ccc(Br)s1 | -4.9 | 6.6 | 5.1 | 1.7 | -1.0 | 5.5 | -2.3 | -4.7 |
| COc1ccc(NC2CCCN(C(=O)CCC3=NNC(=O)CC3)C2)cc1 (stereo not drawn) | 1.5 | -2.8 | -12.3 | -0.8 | -2.4 | 8.6 | 3.0 | -2.0 |
| COc1cc(CC(=O)OC2CCOC2=O)cc(OC)c1OC (stereo not drawn) | -0.3 | -0.1 | -2.0 | -3.4 | 1.8 | -6.1 | -2.0 | -6.8 |
| COc1cccc(F)c1C(=O)NC(=O)Nc1ccc2nc(C)oc2c1 | 12.1 | 5.0 | 0.5 | -19.2 | -16.9 | -7.3 | -0.7 | 5.0 |
| CCCN(CCC)Cc1c(C(=O)N/N=C/c2ccoc2)nnn1-c1nonc1N | 3.8 | 4.0 | 5.2 | 16.4 | -2.1 | 3.5 | 3.7 | -9.2 |
| CCn1c(=O)c2cc(C(=O)NCCN(C)C)sc2c2ccccc21 | -0.4 | 5.5 | -6.5 | 15.9 | 46.0* | -68.1 | 16.1 | 34.3 |
| COc1cccc(N(C(=O)CNC(=O)c2ccco2)C(C(=O)NC2CCCC2)c2ccncc2)c1 (stereo not drawn) | 2.4 | -8.9 | -9.4 | -13.9 | -12.2 | -14.3 | 1.9 | 11.6 |
| NC(=O)c1ccc(Oc2ccc3ccc(=O)oc3c2)c([N+](=O)[O-])c1 | -6.6 | 2.8 | 12.5 | 2.4 | -2.1 | 4.5 | 4.4 | -2.4 |
| Nc1nnnn1/N=C/c1ccccc1C(F)(F)F | -3.5 | 10.1 | -0.6 | 5.1 | 12.0 | -9.3 | -8.6 | 1.7 |
| COC(=O)c1sccc1NC(=O)CC1NCCNC1=O (stereo not drawn) | -5.7 | -4.4 | -2.8 | -2.5 | -6.7 | 2.9 | 3.9 | 6.0 |
| N#CC1=C(N)Oc2cc(N)ccc2C1c1cc(Br)cs1 (stereo not drawn) | 2.2 | -1.7 | -3.2 | 2.2 | -7.0 | 28.3 | 5.6 | 7.3 |
| Cn1c(=O)c2c(SCC(=O)Nc3cccc(F)c3)nc(-c3ccco3)nc2n(C)c1=O | -12.1 | 6.2 | 22.0 | -3.6 | -8.8 | 5.8 | 2.9 | 2.4 |
| O=C(CNC(=S)N(Cc1ccc(F)cc1)C1CCCCC1)NC1CC1 | 13.0 | -0.5 | -8.0 | -10.3 | 3.7 | -5.4 | -0.8 | 59.3* |
| CCCOC(=O)c1ccc(NC(=O)c2ccccc2OC)cc1 | 16.2 | -2.8 | -2.0 | 1.1 | 3.5 | -31.2 | 16.9 | -13.5 |
| COc1ccc2[nH]c(=O)c(CN(Cc3ccco3)C(c3nnnn3Cc3ccccc3)C(C)C)cc2c1 (stereo not drawn) | 10.4 | 2.3 | -0.2 | 5.3 | -9.1 | -9.0 | 2.8 | 4.4 |
| COc1ccccc1CNC(=O)CSC1=NCCS1 | 4.6 | -2.1 | -3.3 | 2.3 | 0.7 | -4.4 | -4.9 | -9.1 |
| CCc1ccc(NC(=O)CSc2nc3n[nH]c(C)c3c(=N)n2-c2cccc(OC)c2)cc1 | 25.7 | -5.2 | 3.8 | 7.5 | 3.6 | 19.5 | 14.5 | 2.3 |
| COc1cc(C(=O)OCC(=O)Nc2ccc(S(=O)(=O)N3CCCC3)cc2)cc(OC)c1OC | -1.6 | 7.6 | 12.3 | 2.1 | 8.3 | -2.6 | 3.9 | 13.2 |
| COc1cc(C)c(Cl)cc1S(=O)(=O)n1ccnc1C | -8.1 | -0.4 | 13.9 | -3.9 | 0.8 | -0.5 | -9.1 | 2.3 |
| O=C(Nc1nnc(-c2ccccc2)s1)c1ccc(F)cc1 | -2.4 | 6.2 | -60.7 | 4.7 | 6.1 | -3.8 | 1.4 | -77.3 |
| CN(C1CCCCC1)S(=O)(=O)c1cc2c3c(c1)CCN3C(=O)CC2 | 7.6 | 6.6 | 10.8 | 12.9 | 3.2 | 8.6 | -0.7 | 1.2 |
| Cc1c(CC(=O)NCC(=O)NCC(=O)O)c(=O)oc2cc3oc4c(c3cc12)CCCC4 | 4.6 | -13.4 | 4.1 | 6.6 | 1.4 | 1.0 | 3.8 | -3.7 |
| Cc1cc(C)c2c(=O)[nH]c(SCC(=O)c3ccc(C)c(C)c3)nc2n1 | 3.4 | 1.5 | 5.7 | 1.0 | -9.1 | -0.5 | -8.8 | -9.0 |
| CC(C)c1cc(C(N)=O)c(NC(=O)c2cccc(COc3ccc(Br)cc3)c2)s1 | -6.0 | -5.7 | -70.0 | -13.2 | 17.0 | -67.4 | 1.9 | -63.8 |
| COc1ccccc1NC(=O)C1CCCN(c2cc(C)nc3ncnn23)C1 (stereo not drawn) | 4.1 | -14.3 | -1.4 | -0.8 | -3.0 | -12.3 | 1.8 | 10.9 |
| COc1ccccc1C(=O)NCCC(=O)Nc1cccnc1 | -5.9 | -3.7 | 8.4 | 13.8 | 6.1 | -9.9 | -4.2 | 8.4 |

Compound profiles (already shown):
N#CC1=C(N)Oc2cc(N)ccc2C1c1cc(Br)cs1 (stereo not drawn) is listed as Apaf-1 inh: 2.2; SENP8 inh: -1.7; 697 NFkB inh: -3.2; CCR6 antagonist: 2.2; UBC13 polyUb: -7.0; Jurkat NFkB inh: 28.3; EBI2 antag: 5.6; Gli-Sufu antag: 7.3
COc1ccc(S(=O)(=O)NCCCCCC(=O)O)cc1C(=O)O is listed as Apaf-1 inh: 3.4; SENP8 inh: -10.0; 697 NFkB inh: -1.0; CCR6 antagonist: -3.3; UBC13 polyUb: -8.2; Jurkat NFkB inh: -12.3; EBI2 antag: 9.6; Gli-Sufu antag: 0.9

(list continues)
| SMILES | Apaf-1 inh | SENP8 inh | 697 NFkB inh | CCR6 antagonist | UBC13 polyUb | Jurkat NFkB inh | EBI2 antag | Gli-Sufu antag |
| --- | --- | --- | --- | --- | --- | --- | --- | --- |
| COc1cc(/C=C/C(=O)O)cc(S(=O)(=O)N2CCc3ccccc32)c1OC | 3.4 | -8.0 | 2.9 | 8.7 | -10.1 | -0.9 | 4.3 | 18.6 |
| CC(C)(C)c1ccc(C2C3=C(CCCC3=O)NC3=C2C(=O)c2ccccc23)cc1 (stereo not drawn) | 0.9 | -5.2 | -19.4 | 28.2 | -47.0 | -2.2 | 9.1 | 14.3 |
| O=C(Nc1ccc(F)cc1)Nc1ccc(Oc2ncnc3cc(Cl)ccc23)nc1 | -16.3 | 1.8 | -3.8 | 2.5 | -4.7 | -0.6 | 5.0 | -1.9 |
| COc1cc(OC)cc(-c2cc3nc(C4CCN(C(=O)OC(C)(C)C)CC4)cc(=O)n3[nH]2)c1 | -8.3 | 5.1 | 0.5 | -12.3 | -4.2 | 6.5 | -0.6 | 0.4 |
| O=C(COC(=O)c1cccc(C(=O)OCC(=O)NC2CC2)n1)NC1CC1 | -0.2 | 2.7 | 10.1 | 0.5 | 0.2 | 2.3 | -5.3 | -0.4 |
| O=C(c1cc2ccccc2oc1=O)N1CCCC1 | -3.9 | -9.9 | 7.2 | 9.3 | -7.8 | -1.1 | 6.9 | 7.0 |
| O=C(CSc1nnc(-c2cccs2)n1-c1ccccc1)N1CCOCC1 | 4.4 | 2.3 | 2.9 | -3.1 | 2.2 | 9.1 | 5.2 | 5.5 |
| C=CCNc1ncnc2c1cnn2-c1ccc(OC)cc1 | -6.6 | -16.7 | -129.9 | 11.2 | 15.4 | -153.9 | -8.4 | -108.9 |
| Cc1ccc(NC(=O)CSc2nc3ccccc3nc2N2CCOCC2)c(C)c1 | 20.0 | -2.8 | -3.5 | 8.8 | 7.2 | -7.7 | 8.5 | -0.3 |
| CCOC(=O)c1ccc(NC(=O)Nc2ccc(Cl)cn2)cc1 | -16.0 | -0.5 | 4.1 | 2.0 | -3.4 | -0.6 | -1.1 | -13.5 |
| COc1ccccc1CCC(=O)OCC(=O)Nc1cccc(S(=O)(=O)N2CCOCC2)c1 | 39.1 | -21.6 | 12.8 | 7.2 | -8.8 | -11.5 | 8.9 | -10.9 |
| CCCOc1ccccc1NC(=O)CC1Nc2ccccc2NC1=O (stereo not drawn) | 5.3 | -2.4 | 17.0 | 14.4 | 13.2 | 4.5 | 3.7 | -4.6 |
| Nc1c(S(=O)(=O)O)cc(NC(=O)c2ccccc2)c2c1C(=O)c1ccccc1C2=O | 25.3 | 20.7 | 11.4 | 54.8* | -42.4 | -1.7 | 10.6 | 7.9 |
| CCC1CCCCN1C(=S)NC(=O)c1ccc(F)c(S(=O)(=O)N2CCOCC2)c1 (stereo not drawn) | -4.2 | -1.6 | 10.2 | 0.8 | -6.1 | 6.9 | -5.2 | -0.2 |
| COc1cc(C#N)ccc1OCC(=O)NCc1cccs1 | -0.7 | 0.9 | 16.1 | -2.8 | 6.8 | -9.1 | -1.9 | -3.6 |
| O=S(=O)(c1ccc(Cl)cc1)N1CCCC1c1nc(-c2cccc(Cl)c2)no1 (stereo not drawn) | 19.0 | -4.5 | 0.2 | 11.9 | 1.1 | -5.4 | -8.0 | -0.3 |
| Cc1ccc(S(=O)(=O)N2CCOCC2)cc1NC(=O)c1ccc(F)cc1F | -8.2 | -1.8 | 1.5 | 9.4 | 6.4 | 16.4 | -8.1 | 7.1 |
| O=C(CCC1CCCC1)Nc1ccccc1-c1ccccc1 | 11.7 | -1.8 | -5.4 | 21.1 | -0.9 | -5.3 | -15.8 | 13.2 |
| c1coc(CNC2CCCCC2)c1 | -3.7 | 8.8 | 18.8 | 10.9 | -0.8 | 4.7 | -2.2 | -3.7 |
| C=CCN(CC=C)C(=O)C1CCN(S(=O)(=O)c2ccc(N3CCCC3=O)cc2)CC1 | 7.9 | 2.2 | 5.8 | 0.5 | 2.6 | -0.5 | 12.1 | 10.0 |
| COc1cc(S(=O)(=O)N2CCN(c3ccccc3)CC2)ccc1Cl | -2.6 | -8.3 | -14.7 | 9.0 | -10.9 | 1.4 | -4.5 | -16.6 |
| COc1ccc(/C=N/NC(=O)c2ccc(COc3cccc4cccnc34)cc2)cc1OC | 14.8 | -0.3 | 0.8 | 1.1 | -3.4 | -14.9 | -5.9 | 9.3 |
| COC(=O)[C@]1(C)N[C@H](CN(C)C(=O)Nc2ccc(Cl)cc2)[C@@H]2C(=O)N(C)C(=O)[C@@H]21 | 3.8 | -16.0 | 10.9 | 5.2 | -0.8 | -5.0 | -8.6 | -2.4 |
| CCC(c1nnc(SCC(=O)Nc2cc(Cl)ccc2C#N)n1C1CCCCC1)N(C)C (stereo not drawn) | -4.3 | 2.9 | -2.8 | 20.7 | 4.7 | 6.2 | -1.8 | -2.7 |
| CCN1CCN(CCNC(=O)C2CCCN(Cc3nc(-c4cccc(Cl)c4)oc3C)C2)CC1 (stereo not drawn) | 26.5 | -2.0 | -17.7 | -1.7 | 13.0 | 8.5 | -5.0 | 19.4 |
| CCNC(=O)/C=C1\NC(C)(C)Cc2c1ccc1ccccc21 | 0.3 | 0.7 | 15.2 | 39.2 | 1.1 | 4.0 | 3.3 | 9.7 |
| CCn1nccc1C(=O)Nc1ccc(C(=O)OC(C)C)cc1 | 16.9 | 67.4* | -34.3 | 11.8 | -4.2 | -55.5 | 6.6 | -26.6 |
